MOR-DOR ag = agonists of human mu-delta opioid receptor heterodimerization; activation, % at 9.3 µM; P35372+P41143; cells, OPRM1-OPRD1 heterodimerization, luminescence; AID 504326; 340,000 tested, 0.3% active; in the data active means activation above about 18%;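 further: 0% = vehicle-treated cells and 100% = reference agonist; values of inactives mirror those of a sister screen read the other way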
Target sequence (P35372 whole entry, looked up): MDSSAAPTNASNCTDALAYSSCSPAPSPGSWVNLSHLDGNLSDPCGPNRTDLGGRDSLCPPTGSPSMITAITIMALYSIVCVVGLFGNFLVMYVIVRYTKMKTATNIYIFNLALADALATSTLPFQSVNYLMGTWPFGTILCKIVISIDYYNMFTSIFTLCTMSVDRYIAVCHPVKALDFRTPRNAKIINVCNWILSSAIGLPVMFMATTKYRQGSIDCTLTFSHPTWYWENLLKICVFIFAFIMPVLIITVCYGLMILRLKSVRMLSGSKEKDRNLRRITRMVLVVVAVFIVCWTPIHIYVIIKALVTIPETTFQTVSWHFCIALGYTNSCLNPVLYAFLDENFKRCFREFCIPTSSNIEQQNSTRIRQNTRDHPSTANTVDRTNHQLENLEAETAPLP
Target sequence (P41143 whole entry, looked up): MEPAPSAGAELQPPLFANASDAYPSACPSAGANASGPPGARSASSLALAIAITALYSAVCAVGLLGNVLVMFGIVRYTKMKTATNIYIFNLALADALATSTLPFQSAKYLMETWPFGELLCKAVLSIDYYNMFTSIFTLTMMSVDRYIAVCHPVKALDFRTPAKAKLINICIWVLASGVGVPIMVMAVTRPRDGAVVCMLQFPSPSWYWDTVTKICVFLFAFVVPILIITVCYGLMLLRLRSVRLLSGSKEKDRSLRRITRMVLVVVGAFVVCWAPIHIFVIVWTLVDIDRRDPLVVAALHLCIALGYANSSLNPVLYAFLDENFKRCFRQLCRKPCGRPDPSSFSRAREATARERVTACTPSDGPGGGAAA
DSG3 Ab inh = blocks pemphigus antibody binding to human desmoglein-3; P32926; DSG3-coupled beads, scFv-anti-DSG3-GFP binding, flow cytometry; active compounds read low; binding (percent of control), % at 10 µM; 310,000 tested, 0.48% active; AID 588358;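 active means binding more than 3 SD below its plate's average and above zero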;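 further: hits lower antibody fragment binding to DSG3; some compounds called inactive have numbers as strong as hits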
HTR5A inv ag = counter-screen for OPRM1-OPRD1 inverse agonists: human HTR5A inverse agonism | P47898 | HTR5A cell line, luminescence | inhibition, % at 9.3 µM | 340,000 tested, 0.083% active | AID 504634; in the data active means inhibition mostly above about 23%, no sharp cut-off; inactive means mostly below about 18%;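 further: 0% = cells with DMSO and 100% = no-cell wells with DMSO; some compounds called inactive have numbers as strong as hits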
PKA-R1A act = PKA-R1A complex activation | PKA-R1A dissociation, Cy5-IP20 fluorescence polarization; scaled: DMSO 0%, 113 µM cGMP 100% | activation, % at 11.4 µM | 340,000 tested, 0.083% active;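 active means percent activation above the mean of all tested compounds plus 3 SD, cut at about 19% in these data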;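 further: higher means more PKAc released from R1A so a rise in polarization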
V-ATPase pH = regulators of yeast V-ATPase proton transport; response, % at 10 µM; S. cerevisiae, pHLuorin cytosolic pH fluorescence; 350,000 tested, 0.37% active; in the data active means response mostly above about 7.3%, no sharp cut-off; inactive means mostly below about 5.4%; further: actives read high; inactives centre near 0; some compounds called inactive have numbers as strong as hits; reference of the scale not given here
Arrestin-AP2 inh = human beta-arrestin and AP2 interaction inhibition; AID 504490; inhibition, % at 10 µM; FITC-arrestin peptide / GST-AP2 beads, flow cytometry; AP2 beta2 appendage carries R879A mutation; 340,000 tested, 0.31% active;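 active means inhibition above a set limit, near 3 SD of compounds lacking own fluorescence, cut at about 54% in these data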;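 further: plate controls were DMSO wells for no effect and 5 µM unlabelled arrestin peptide for full effect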
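System: GST-AP2 R879A bound to glutathione beads, E. coli-expressed. Also added: 50 nM FITC-arrestin peptide. Schedule: compound with beads 12 min RT, then probe 1 h RT. Signal: bead flow cytometry, FITC channel. Read-out basis: percent response.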
DAGLB inhibitor = blocks human DAGLB lipase activity; Q8NCG7; HEK293T DAGLB membrane lysate, EnzChek fluorogenic substrate; inhibition, % at 5.17 µM; 340,000 tested, 0.059% active; AID 504411; in the data active means inhibition above about 34%;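 further: 0% = enzyme with vehicle and 100% = wells lacking enzyme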
HTR5A ag ctr = HTR5A agonism, opioid heterodimer counter-screen. activation, % at 9.3 µM. AID 504692. 340,000 tested, 0.61% active. P47898. HTR5A agonist assay, luminescence, cell-based; in the data active means activation mostly above about 9.5%, no sharp cut-off; inactive means mostly below about 7.6%;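 further: 0% = cells with vehicle only and 100% = reference agonist; strong numbers were not always called active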
MOR-DOR inv ag = inverse agonist of human OPRM1-OPRD1 heterodimerization | cell-based MOR-DOR heterodimer luminescence, inverse agonism | 340,000 tested, 0.21% active | P35372+P41143 | inhibition, % at 9.3 µM; in the data active means inhibition above about 22%, passing the limit was not always enough;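 further: 0% = cells with DMSO and 100% = wells without cells with DMSO; values of inactives mirror those of a sister screen read the other way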
PKA-R2B act = activators of human PKA-R2B complex. P22694+P31323. PKA-R2B holoenzyme dissociation, Cy5-IP20 fluorescence polarization; R2B truncated from residue 108, S112A mutant; 0% DMSO only, 100% 113 µM cGMP. activation, % at 11.4 µM. 340,000 tested, 0.079% active. AID 504700;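 active means activation above a cutoff set at the mean over all compounds plus 3 SD, cut at about 18% in these data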;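 further: higher means more holoenzyme dissociation and a rise in polarization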
Active calls of the source: *; . = not tested or not shown; & = joins results of further samples. This is a random part of the collection; about 2.4% have a hit in one of these screens.

SMILES	MOR-DOR ag	DSG3 Ab inh	HTR5A inv ag	PKA-R1A act	V-ATPase pH	Arrestin-AP2 inh	DAGLB inhibitor	HTR5A ag ctr	MOR-DOR inv ag	PKA-R2B act
Cn1cccc1CC(=O)N/N=C\c1cccs1	-2.7	106	8	-10	-2	0	1	-3	13	-14
CC(=O)Nc1nc(C)c(-c2nc3ccc([N+](=O)[O-])cc3[nH]2)s1	-1.3	101	5	9	-1	0	6	-1	7	-9
O=C(CSc1nnc(NC2CCCCC2)s1)N1CCOCC1	0.1	103	4	5	0	1	0	-2	-1	1
CCN(CC)c1ccc(-n2cc3c(=O)n(C)c(=O)n(C)c3c2)cc1	-0.6	114	-31	-1	-1	0	0	4	3	-13
CNS(=O)(=O)c1cccc(C(=O)OCC(=O)C23CC4CC(CC(C4)C2)C3)c1	4.3	106	-17	3	1	13	0	4	-23	-6
O=C(c1ccc(S(=O)(=O)N2CCCC2)cc1)N1CCN(Cc2ccc3c(c2)OCO3)CC1	-1.9	.	-7	-1	-5	16	1	3	8	5
CCc1nnc(NC(=O)CN2CCN(Cc3cccc(OC)c3)CC2)s1	-0.7	116	1	6	-3	2	-1	0	3	-2
Cn1nnc(NC(=S)NC(=O)c2cccc3c(Cl)cccc23)n1	-5.9	102	15	-5	2	56*	-2	-4	31*	2
CS(=O)(=O)N(Cc1ccc(C(=O)NC2CCCC2)cc1)c1ccccc1	-2.2	88	7	-4	2	-13	-2	-3	12	-3
COc1ccc(NC(=O)c2ccccc2NC(=O)CSc2ccc(Cl)cc2)cc1	1.3	97	-5	3	1	-9	-2	-3	-8	5
C#CCOCCOCCOCCNc1nc(N2CCN(C(=O)C([C@@H](C)CC)n3cc(C(N)CC(C)C)nn3)CC2)nc(N2CCN(C(=O)[C@H](CCC(=O)O)n3cc(C(N)CC(C)C)nn3)CC2)n1 (some centres not stated)	-1.7	105	-14	-8	3	0	1	5	10	-12
CCNC(=S)N/N=C/c1cn(Cc2ccc(F)cc2)c2ccccc12	9.1	101	-56	1	1	-16	2	5	-50	0
CC(Sc1nnnn1C)C(=O)NC1CCCc2ccccc21 (configuration not stated)	0.7	157	9	2	-2	20	0	-3	-4	-8
Cc1cc(C)n2nc(SCC(=O)c3cccs3)nc2n1	0.3	108	-14	-3	-2	-7	0	0	-2	-6
COc1ccc(C(=O)/C=C/Nc2ccc([N+](=O)[O-])cc2C)cc1OC	-1.3	.	-20	0	-2	32	-1	0	8	3
N=C1CCCN1c1ccccc1O	-2.9	94	0	-2	-3	-7	0	0	14	-2
COC(=O)c1c(C)nc2ccccc2c1C(=O)O	-0.1	104	-22	5	-7	10	0	9	0	-13
N#Cc1cc(Oc2cccnc2)c(Oc2cccnc2)cc1C#N	-0.2	97	-33	8	-4	3	-3	-1	1	-5
S=C(NCCCN1CCOCC1)Nc1cccc(-c2nnc3n2CCCCC3)c1	-2.1	103	-44	5	-1	-4	2	5	11	10
O=C(c1ccc(C(F)(F)F)cc1)N1CCN(c2ccc(N3CCOCC3)nn2)CC1	-1.3	126	13	0	12	-21	-2	-5	7	1
CC(C(=O)O)n1ncc2ccccc2c1=O (configuration not stated)	-2.4	99	-10	-8	3	25	1	4	12	-8
Cc1cc(C)n(-c2nnc3c4ccccc4n(C)c3n2)n1	-0.7	111	25	1	-1	-4	2	-2	4	2
CCCCN(C)Cc1c(C)[nH]c2ccccc2c1=O	-0.3	100	-9	8	-4	-13	0	-2	2	5
O=C(CSc1nc(-c2ccco2)cc(C(F)(F)F)n1)Nc1ccccc1C(F)(F)F	4.1	124	-20	1	-2	1	-6	13	-24	-10

Already shown: two of the compounds above.
SMILES	MOR-DOR ag	DSG3 Ab inh	HTR5A inv ag	PKA-R1A act	V-ATPase pH	Arrestin-AP2 inh	DAGLB inhibitor	HTR5A ag ctr	MOR-DOR inv ag	PKA-R2B act
N=C1CCCN1c1ccccc1O	-2.9	94	0	-2	-3	-7	0	0	14	-2
COC(=O)c1c(C)nc2ccccc2c1C(=O)O	-0.1	104	-22	5	-7	10	0	9	0	-13

The list continues.
SMILES	MOR-DOR ag	DSG3 Ab inh	HTR5A inv ag	PKA-R1A act	V-ATPase pH	Arrestin-AP2 inh	DAGLB inhibitor	HTR5A ag ctr	MOR-DOR inv ag	PKA-R2B act
CCOC(=O)CNC(=O)c1ccc(Br)s1	-1.1	98	9	6	3	31	-1	-3	6	0
O=C(CSc1ccc(-c2ccccn2)nn1)c1ccc(F)cc1	-1.6	100	-30	0	-2	14	1	11	8	3
Cc1ccccc1NC(=O)Cc1cccs1	-2.0	97	1	-5	0	26	-5	0	10	3
Brc1ccccc1-n1nnc(-c2ccnc3ccccc23)n1	2.5	102	-11	1	1	20	-3	-2	-14	-9
Cc1ccc(NN=C2C(=O)OC(C)(C)OC2=O)c(C)c1	-0.5	102	15	3	-2	7	-2	-4	2	0
CN(Cc1ccccn1)C(=O)C1CCC(=O)N(CCc2ccc(Cl)cc2)C1 (configuration not stated)	-1.7	104	2	1	-2	21	2	3	9	-14
CN(c1ccc(F)cc1)S(=O)(=O)c1ccc(Cl)c(C(=O)NCC(c2ccco2)N2CCCCC2)c1 (configuration not stated)	-0.7	101	-8	-7	-2	-11	-3	3	5	-5
Cc1ccc(CN2CCN(/N=C/c3ccc(O)c(O)c3)CC2)cc1	0.2	116	-31	3	-1	2	2	8	-1	-3
Cc1cccc(-c2nc3c(c(SCC(=O)N4CCOCC4)n2)Cc2c(CO)cnc(C)c2O3)c1	3.9	.	-19	-4	-7	2	4	5	-21	-7
COC(=O)c1ccc(NC(=O)CN2CCCC2)cc1	-1.1	.	-10	2	0	-1	2	5	6	-13
COc1ccc(-c2noc(CNS(=O)(=O)c3ccc(NC(C)=O)cc3)n2)cc1OC	-3.3	102	-16	-4	-4	0	2	0	17	6
COc1ccc(NC(=O)Cc2ccsc2)cc1S(=O)(=O)N1CCCCC1	1.0	100	-4	-1	-2	17	-1	0	-4	-7
COc1ccc(C2=NCCn3nc4ccccc4c32)cc1	-0.7	104	-4	-7	8	5	0	-2	4	-8
C=CCSc1nnc(-c2nnc(SCC=C)n2CC)n1CC	-1.1	105	4	4	3	-3	-1	0	6	4
CC1(C)Cc2cccc(OCC(=O)OCc3nnc(-c4ccc([N+](=O)[O-])cc4)o3)c2O1	-1.2	98	-4	0	-4	5	-4	0	5	-12
O=C(NCCN=C1NS(=O)(=O)c2ccccc21)c1ccc2nccnc2c1	0.2	63	12	-1	-7	7	3	4	-1	1
O=C(Nc1cccc(F)c1)C1CCCN(S(=O)(=O)c2ccc(-n3cnnn3)cc2)C1 (configuration not stated)	0.6	.	5	-3	-1	13	0	4	-3	-1
CCOP(=O)(OCC)C(NC(=O)Nc1ccccc1)c1ccccc1 (configuration not stated)	-0.6	107	-10	4	0	-12	0	1	3	7
Cc1ccc(CC(=O)Nc2ccc(Cl)cn2)cc1	-0.9	112	12	-8	-8	2	-2	4	5	-2
O=C(O)C(SC(C(=O)O)c1ccccc1)c1ccccc1 (configuration not stated)	-2.3	94	14	4	-5	49	-1	-4	10	-4
COc1ccc(Br)c(C=O)c1OS(=O)(=O)c1ccc(C)cc1	.	103	.	-4	-3	.	0	.	.	1
CC(C)c1ccc(C(=O)NCc2ccc(Cl)cc2)cc1	-2.4	104	-20	6	-2	10	-18	6	13	-12
CCOC(=O)c1[nH]c(C)c(CCC(=O)O)c1C	-1.1&-2.9	98&91	11&3	5&1	-2&3	9&24	-2&1	-4&-2	6&15	1&-9
COc1ccc(NC(=O)c2ccc(Br)o2)cc1	-1.3	100	-17	-1	10	7	0	2	7	-9
CN1c2ccc(C=O)c3c(C=O)ccc(c23)N(C)C1(C)C	7.6	83	-79	1	-1	30	3	20*	-42	8
CCOc1cccc(/C(O)=C2/C(=O)C(=O)N(Cc3ccco3)C2c2ccncc2)c1 (configuration not stated)	-4.3	97	-17	-10	1	-6	-1	2	22	-7
CC1=C(C(=O)Nc2ccc(Cl)cc2)C(c2ccco2)NC(=O)N1 (configuration not stated)	-0.9	102	-6	9	-4	-7	2	3	4	5
CCN(C(=O)c1ccncc1)c1c(N)n(Cc2ccccc2)c(=O)[nH]c1=O	-0.9	98	-2	-7	-3	-7	3	1	6	-3
COc1ccc(CCn2c(C)cc(C(=O)COC(=O)c3ccc(O)cc3O)c2C)cc1	.	104	.	0	3	.	-2	.	.	6
O=c1oc(-c2cccs2)nc2ccccc12	-0.1	.	4	-6	-1	6	-8	14*	1	-6
CC1=Nn2c(nnc2-c2ccccn2)SC1	-0.9	.	-6	-6	-2	-1	2	2	5	0
COc1ccc(OC)c(S(=O)(=O)NCC(c2ccc3c(c2)OCO3)N2CCOCC2)c1 (configuration not stated)	-1.1	101	12	-3	1	26	0	-2	6	-12
Cc1ccccc1NC(=O)N1CCN(C/C=C/c2ccccc2)CC1	-2.0	90	-10	-5	-1	-3	5	-2	10	1
O=C(COC(=O)c1c(Cl)cccc1Cl)NCC1CCCO1 (configuration not stated)	-2.0	102	-6	-3	12*	13	-3	-3	11	-10
O=C(O)C(c1ccccc1)C1(O)CCC1 (configuration not stated)	2.1	95	-8	-1	-1	15	1	2	-11	-4
OCCn1nc(-c2ccccc2)cc1-c1ccccc1	1.3	117	8	4	2	6	0	-2	-7	-3
N#Cc1cnn(-c2ccccc2)c1N	-2.0	105	6	-7	-1	-29	0	4	11	2
CCOC(=O)N1CCN(C(=O)C(NC(=O)C2CCC(C)CC2)C(C)C)CC1 (configuration not stated)	-2.1	99	-12	-7	-5	21	-10	-3	13	-3
Cc1cc(C(=O)N/N=C/c2c(C)nn(-c3ccccc3)c2C)c(C)o1	-1.9	114	-5	4	12	-10	-1	-4	10	0
CCN(CC)c1nc(Oc2ccc(=O)[nH]n2)nc(N2CCOCC2)n1	-2.2	96	-2	1	-1	1	2	1	11	5
CCCCc1ccc(NS(=O)(=O)c2cccc(C(=O)N3CCNC(=O)C3)c2)cc1	-0.4	101	-19	2	3	22	1	1	2	-6
COc1ccc(C(=O)N2CCN=C2SCc2cccnc2)cc1OC	-1.1	102	8	2	1	2	-3	-3	5	-4
O=C(NNS(=O)(=O)c1ccc(F)cc1)c1cnccn1	1.5	105	-8	2	1	-5	2	3	-8	4
COc1ccc(/C=N\NC(=O)c2ccccc2Cl)cc1COc1c(F)c(F)c(F)c(F)c1F	3.5	101	4	-6	1	-3	-1	-1	-18	-12
C=C(C)c1cccc(C(C)(C)NC(=O)NCc2cccnc2)c1	-3.0	109	1	-8	-2	0	0	-2	14	-6
CC(C)(C)c1ccc(S(=O)(=O)NCc2ccc(C(=O)NCc3ccccn3)cc2)cc1	-0.7	105	-26	-20	2	13	0	4	4	-3
